# Keap1 Nrf2 FP = disrupts human Keap1 binding to Nrf2 peptide; Q14145; inhibition, % at 9.4 µM; Keap1 Kelch-Nrf2 peptide fluorescence polarization, 1536-well; AID 504523; 0.15% of 340,000 active; in the data active = inhibition above about 12%;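 note: human Keap1 Kelch domain with fluorescein labeled Nrf2 9mer peptide probe; 0% = neutral control wells and 100% = peptide positive control; higher means more block of Keap1 binding to Nrf2 peptide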
# Target sequence (Q14145 whole entry, looked up, the tested form may be a part): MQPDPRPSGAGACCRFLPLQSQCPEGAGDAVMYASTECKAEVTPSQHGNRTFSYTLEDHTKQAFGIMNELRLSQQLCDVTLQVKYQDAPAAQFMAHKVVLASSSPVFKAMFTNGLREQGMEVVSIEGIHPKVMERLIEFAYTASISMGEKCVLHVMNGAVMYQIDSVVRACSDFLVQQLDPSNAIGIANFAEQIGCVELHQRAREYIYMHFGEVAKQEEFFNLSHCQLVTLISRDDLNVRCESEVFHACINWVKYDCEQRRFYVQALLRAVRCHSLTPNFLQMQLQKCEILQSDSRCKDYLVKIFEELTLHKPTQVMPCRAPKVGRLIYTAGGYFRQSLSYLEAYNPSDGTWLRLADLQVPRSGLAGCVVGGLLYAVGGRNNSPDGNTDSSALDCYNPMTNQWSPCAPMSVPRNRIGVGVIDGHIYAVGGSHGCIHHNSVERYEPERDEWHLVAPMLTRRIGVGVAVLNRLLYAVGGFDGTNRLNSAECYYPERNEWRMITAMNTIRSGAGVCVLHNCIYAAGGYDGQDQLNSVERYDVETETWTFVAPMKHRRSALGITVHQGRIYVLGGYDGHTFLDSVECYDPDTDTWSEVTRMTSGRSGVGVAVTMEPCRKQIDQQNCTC
# NSD2 HMT inh = blocks human histone methyltransferase NSD2. O96028. NSD2 peptide methylation, AlphaScreen, 120 min. inhibition, % at 12.5 µM. 0.54% of 310,000 active. AID 743445; in the data active = inhibition above about 50%
# PvdQ acylase = blocks Pseudomonas aeruginosa PvdQ acylase activity; purified PvdQ acylase, fluorescence plate reader; inhibition, % at 10 µM; 0.063% of 340,000 active; in the data active = inhibition above about 30%, passing the limit was not always enough;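 note: 0% = vehicle neutral wells and 100% = reference inhibitor wells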
# C-LANA FP = inhibitors of KSHV LANA C-terminal domain DNA binding. inhibition, % at 9 µM. MBP-C-LANA/FAM-LBS DNA binding, fluorescence polarization. AID 504423. 0.078% of 340,000 active;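 active = highest replicate inhibition at or above 60% at 9 µM, even if other replicates fall short; inactive = all replicates below 60% inhibition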;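 note: 0% = neutral control wells and 100% = 4 µM acridine orange control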
# dFosB act = mouse delta FosB homodimer activation; P13346; purified delta FosB, TAMRA-CDK5 oligo fluorescence polarization; percent of positive-control signal above neutral wells; activation, % at 25 µM; 0.99% of 340,000 active;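 active = mean activation above about 17%, with every replicate also reaching it, limit read from the data, passing the limit was not always enough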;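 note: fluorescence polarization rise as delta FosB binds a TAMRA Cdk5 AP-1 oligo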
# Cardiac RTF inh = cardiac RTF calcium desensitization; inhibition, % at 7.15 µM; 0.12% of 340,000 active; P19429+P45379; AID 493244; IANBD-labeled cardiac RTF, Ca2+ fluorescence;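 active = inhibition above the mean inhibition of all tested compounds plus 3 SD, cut at about 17% in these data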;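 note: assay run at fixed EC70 calcium of 1.6 mM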
# RTF Ca sens act = cardiac RTF calcium sensitization; P19429+P45379; IANBD-labeled TnC RTF fluorescence at EC20 calcium; 0% EC20 calcium, 100% full calcium; activation, % at 7.2 µM; 0.24% of 340,000 active; AID 493008;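 active = activation above the mean over all tested compounds plus 3 SD, cut at about 30% in these data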;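 note: rise in fluorescence read as greater calcium sensitivity of cardiac thin filaments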
# PfHsp90 set2 = inhibits growth of yeast expressing Plasmodium falciparum Hsp90 | S. cerevisiae expressing PfHsp90, BacTiter-Glo ATP, 48 h; yeast lacking PDR1 and PDR3 efflux regulators | AID 504621 | 0.32% of 310,000 active | inhibition, % at 9.4 µM;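 active = every replicate shows inhibition above about 80%, whatever the replicate mean, limit read from the data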;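 note: 0% = DMSO neutral controls and 100% = 20 µM radicicol positive controls; yeast relying on Plasmodium falciparum Hsp90 in place of its own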
# Mot1-301 SUMO = SUMOylation pathway inhibition by Mot1-301 growth rescue | 1% of 320,000 active | AID 2716 | S. cerevisiae Mot1-301 growth rescue, ATP luminescence, 38.5C; percent above DMSO median, 100 means doubled | growth rescue, % at 18.8 µM;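 active = every valid replicate shows activation above 250% relative to neutral control wells; inactive = the rest, any valid replicate at or below 250%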;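 note: OY570 slx delta 5 strain wells were the positive control but not used for scaling; some compounds called inactive have numbers as strong as hits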
# Rtt109 Vps75 = blocks Candida albicans Rtt109/Vps75 acetyltransferase activity | Q5AAJ8 | purified Rtt109/Vps75, ThioGlo CoA-SH fluorescence, 4 h | inhibition, % at 34.9 µM | 0.16% of 330,000 active | AID 540336;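 active = inhibition of at least 50% in every replicate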
# Target sequence (Q5AAJ8 whole entry, looked up): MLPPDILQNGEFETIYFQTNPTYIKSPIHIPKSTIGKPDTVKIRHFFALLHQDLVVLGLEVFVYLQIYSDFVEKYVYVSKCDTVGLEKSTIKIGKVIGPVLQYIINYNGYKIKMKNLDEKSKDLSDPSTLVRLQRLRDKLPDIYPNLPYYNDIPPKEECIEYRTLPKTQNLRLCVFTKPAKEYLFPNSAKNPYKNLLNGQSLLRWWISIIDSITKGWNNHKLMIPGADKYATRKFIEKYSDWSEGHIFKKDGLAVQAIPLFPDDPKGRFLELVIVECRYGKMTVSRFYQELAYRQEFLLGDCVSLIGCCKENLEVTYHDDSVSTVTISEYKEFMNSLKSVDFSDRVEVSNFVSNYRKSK
# CDK5 inh = CDK5/p35 (human) kinase inhibition. 0.01% of 330,000 active. inhibition, % at 10 µM. Q00535+Q15078. Recombinant CDK5/p35, ADP-Glo luminescence, 60 min;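 active = highest replicate inhibition of at least 50% and at least 75% of replicates reaching 50%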;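 note: plate controls were DMSO neutral control for no effect and GW8510 at 10 µM for full effect; many of its hits are not listed in these tables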
# * hit, by the source's call; x = no result given. Compounds were not picked by outcome; about 3.2% have a hit in one of these screens.
SMILES,Keap1 Nrf2 FP,NSD2 HMT inh,PvdQ acylase,C-LANA FP,dFosB act,Cardiac RTF inh,RTF Ca sens act,PfHsp90 set2,Mot1-301 SUMO,Rtt109 Vps75,CDK5 inh
COc1ccc(N2CCN(Cc3cc(=O)oc4cc5c(cc34)CCCC5)CC2)cc1,-5,0,-14,0.9,3,-7,1,-6,68,-12,-2.1
COc1cccc(CNC(=O)COC(=O)c2c(NC(C)=O)sc(C)c2C)c1,-2,0,10,0.3,-6,0,1,x,-14,-4,2.0
C=CCNc1nc(NCc2ccco2)nc(OCC)n1,-1,21,-17,2.2,-3,-3,1,-11,3,1,0.9
CCOC(=O)N1CCN(C(=O)c2cc(S(=O)(=O)N3CCc4ccccc43)ccc2OC)CC1,-3,0,-9,-0.7,-16,-5,-1,44,126,-1,-0.2
CC1CCc2sc(C(=O)NN=C3CCC(c4ccccc4)CC3)cc2C1 (configuration not stated),1,0,-8,5.7,-8,9,-3,x,6,-4,-0.4
O=C(c1ccc(N2CCOCC2)cc1)N1CCCC(Nc2ccccc2)C1 (configuration not stated),4,3,-9,-0.2,-1,-10,-1,0,-11,-1,x
OC(CNCC1CCCCC1)COc1ccccc1 (configuration not stated),2,-1,-15,0.7,-10,-15,2,6,12,-9,-0.8
COCCNc1nnc(SCC(=O)Nc2cc(C)on2)s1,-4,-1,-12,-0.3,-1,-2,-2,x,-5,1,0.6
O=C1N[C@@H](Cc2ccccc2)C(=O)N2[C@@H]3N(S(=O)(=O)c4ccc(F)cc4)c4ccccc4[C@]3(Br)C[C@@H]12,1,x,-17,-1.6,-15,5,0,-10,12,22,-3.0
O=C(Cc1ccc([N+](=O)[O-])cc1)Nc1ccc2c(c1)C(=O)NC2=O,0,-1,24,1.4,7,3,-4,5,4,-14,3.2
COc1cc(CNS(=O)(=O)c2ccc3c(c2)CC(C)N3C(C)=O)cc(OC)c1OC (configuration not stated),-2,-1,-4,-0.1,-6,-2,-1,-30,-6,3,1.0
O=C(O)c1n[nH]c2c1CCCCC2,-1,0,-13,-1.0,1,-4,-1,-18,-21,11,-4.0
Nc1nc2n(n1)C(c1cccc(Br)c1)CC(c1ccccc1)N2 (configuration not stated),-1,x,-3,2.2,-15,-4,-5,1,-1,15,0.8
O=C(OCC1CC(c2ccccc2)=NO1)c1ccc(Cl)cc1 (configuration not stated),1,5,-3,0.6,3,2,0,7,-8,10,2.4
CS(=O)(=O)c1ccc(C(=O)OCC(=O)Nc2cccc(S(=O)(=O)N3CCCC3)c2)cc1,0,1,-8,1.8,-10,-10,-11,2,224,6,-0.5
CCOC(=O)N1CCC(N2C(=O)c3ccc(C(=O)O)cc3C2=O)CC1,0,-2,6,-0.8,0,-9,-5,0,-14,-17,-0.2
CCCC1CC(C(=O)NC(C(C)Cl)C2OC(SC)C(O)C(O)C2O)N(C)C1 (configuration not stated),-1,x,7,5.1,3,1,0,7,26,6,-1.3
O=[N+]([O-])c1ccc(N2CCN(S(=O)(=O)c3ccccc3)CC2)cc1N1CCc2ccccc2C1,2,2,28,0.4,1,1,-6,-9,-23,10,2.2
Cc1ccc(NC(=O)CN(C)C(=O)COC(=O)[C@@H](NC(=O)c2ccccc2F)C(C)C)cc1,-6,-3,-16,2.5,-9,-10,-2,-43,-7,0,1.4
CCOc1ccc(N/C(C)=C/C(=O)c2ccc(C)o2)cc1,-2,14,-8,1.3,0,-5,3,57,x,-2,-0.1

# Random excerpt: 2 records from the list
SMILES,Keap1 Nrf2 FP,NSD2 HMT inh,PvdQ acylase,C-LANA FP,dFosB act,Cardiac RTF inh,RTF Ca sens act,PfHsp90 set2,Mot1-301 SUMO,Rtt109 Vps75,CDK5 inh
O=C1N[C@@H](Cc2ccccc2)C(=O)N2[C@@H]3N(S(=O)(=O)c4ccc(F)cc4)c4ccccc4[C@]3(Br)C[C@@H]12,1,x,-17,-1.6,-15,5,0,-10,12,22,-3.0
COc1cccc(CNC(=O)COC(=O)c2c(NC(C)=O)sc(C)c2C)c1,-2,0,10,0.3,-6,0,1,x,-14,-4,2.0

# (next part)
SMILES,Keap1 Nrf2 FP,NSD2 HMT inh,PvdQ acylase,C-LANA FP,dFosB act,Cardiac RTF inh,RTF Ca sens act,PfHsp90 set2,Mot1-301 SUMO,Rtt109 Vps75,CDK5 inh
CCC(=O)Nc1cccc(NC(=S)NC(=O)c2ccccc2)c1,-5,1,0,-1.4,-8,-7,6,21,202,-1,0.1
CC1CCCN(C(=O)CCc2nnc(-c3ccc4c(c3)OCO4)o2)C1 (configuration not stated),-2,-4,-14,0.7,-12,10,-2,-20,6,3,-0.3
O=C(O)c1ccc(OCCCCCCOC2CCCCO2)cc1 (configuration not stated),-3,-2,-14,1.0,10,-1,-2,-31,-7,6,-1.2
Cc1ccc(NC(=O)c2ccc(Cl)c(S(=O)(=O)N3CCc4ccccc43)c2)nc1,-4,-2,19,2.6,1,0,-7,-10,x,0,0.2
COc1ccc(-c2csc(NC(=O)c3ccc(OCC(=O)N4CCOCC4)c(OC)c3)n2)cc1,-6,-1,-9,-1.6,13,4,4,-40,1,-9,x
C=CCNc1oc(-c2cccs2)nc1S(=O)(=O)c1ccccc1,-7,-3,-20,0.6,-6,-9,-4,4,x,4,1.2
Cc1cccnc1NC(=O)CNC(=O)c1sc2ccccc2c1Cl,-3,0,-12,1.3,-11,-13,1,2,3,-6,-0.5
CCCCCCC(=O)N1C/C=C\C(c2ccc(OC)cc2)N(Cc2ccc(F)cc2)C(=O)C1 (configuration not stated),-3,x,-14,-1.3,-15,-5,-6,x,-9,1,0.9
CN(C)c1nc(NCc2ccccc2)nc(SCC(N)=O)n1,0,0,-11,0.9,1,-8,-2,-18,-7,-4,-0.8
COc1cc2c(cc1OC)/C(=C/C(=O)c1cccc([N+](=O)[O-])c1)NCC2,-2,7,-6,0.2,-14,5,-3,-46,-8,1,-0.4
CN(C)c1ccc(C(CNC(=O)c2ccccc2F)c2c[nH]c3ccccc23)cc1 (configuration not stated),0,2,-1,0.8,-7,-7,-3,x,-13,-1,1.1
COC(=O)c1ccc(OCC(O)CN2CCN(C(=O)c3ccco3)CC2)cc1 (configuration not stated),-1,14,-12,1.3,-2,-8,-1,5,-14,-20,-1.1
O=C(COC(=O)C1CC1)NCc1ccccc1,3,-4,5,-2.9,-5,8,10,19,x,-1,0.2
COc1ccc(C2C(C#N)=C(N)Oc3c2c(-c2ccccc2)nn3-c2ccccc2)c(OC)c1OC (configuration not stated),-9,1,3,0.2,-2,2,-5,-4,30,8,1.5
O=C(CSc1nc(=O)n(CCCN2CCOCC2)c2c1CCC2)Nc1ccc([N+](=O)[O-])cc1,2,1,-9,0.9,-5,-10,7,9,154,0,2.0
CNC(=S)N(CCCn1ccnc1)Cc1c(F)cccc1Cl,-2,5,3,0.4,-1,-8,-3,4,2,4,-0.3
COC(=O)[C@@H](Cc1ccccc1)NC(=O)Cn1cnc2c(SC)nc(N)nc21,4,x,-12,0.3,-1,-7,-5,-2,-10,1,0.9
COc1ccc(Cl)cc1NC(=O)CN(C)C(=O)c1ccc(-n2nc(C)cc2C)cc1,1,0,-9,0.6,-1,3,2,5,9,6,-0.2
CC(C)n1nnnc1SCC(=O)NC1CCCC1,2,-3,-4,0.4,6,-5,-2,-1,-23,-2,0.1
Cc1ccc(Cl)c(NC(=S)N(CCCN2CCOCC2)Cc2ccco2)c1,-4,3,1,0.1,-14,2,2,2,4,20,-2.7
CC(CNCCCn1ccc(NC(=O)OCc2ccccc2)nc1=O)c1ccccc1 (configuration not stated),-1,x,-19,0.8,-11,-15,5,-27,x,7,-0.7
CCOc1cc(/C=N/NC(=O)CCc2n[nH]c(=O)[nH]c2=O)ccc1O,0,10,2,-2.6,0,9,-7,-26,-1,x,-0.9
COc1ccc(OCC(O)CNC(=O)Nc2ccc(Cl)cc2)cc1 (configuration not stated),3,-4,-17,1.8,4,2,-6,-12,-10,-6,0.2
O=C(c1cc([N+](=O)[O-])ccc1N1CCN(S(=O)(=O)c2ccc(Cl)c(Cl)c2)CC1)N1CCOCC1,1,12,8,1.3,3,10,-2,-11,-17,12,1.0
CC1CCN(Cc2c(C#N)c3ccccc3n2C)CC1,1,-12,2,0.0,-1,5,-6,2,-4,-3,-0.7
COc1ccccc1N1CCN(S(=O)(=O)c2c(C)ccc3nsnc23)CC1,1,6,3,0.1,-6,3,0,x,-7,8,-0.5
Cc1cccc(OC(C)c2ccnc3nc(/N=C/N(C)C)nn23)c1 (configuration not stated),-3,12,-9,0.7,-6,4,-4,x,2,-8,-1.9
COC(=O)C1=CN(c2ccc(OC)cc2)C=C(C(=O)OC)C1c1cc(OC)c(OC)cc1OC,-14,-7,6,3.4,-2,-1,0,-5,-14,-54,-2.9
CCN(CC(=O)Nc1ccccc1OC)C(=O)C1CCCC1,-3,-2,-17,0.4,2,-4,7,-10,0,7,-2.4
CCCCNS(=O)(=O)c1cc(-c2nn(C)c(=O)c3ccccc23)ccc1C,0,-2,-10,0.8,-7,-4,-8,11,-3,3,-2.3
COc1ccc(-n2ncc3c(N4CCN(c5cccc(C)c5C)CC4)ncnc32)cc1,-9,x,-23,-0.9,3,-5,4,-20,211,-11,-9.5
CN1CCN(c2cc(N3CCN(C(=O)c4ccco4)CC3)c3c4c(onc24)-c2ccccc2C3=O)CC1,-7,x,-16,-0.3,0,-7,3,-1,7,5,1.5
Cn1c(CN2CCN(C(=O)c3ccccc3Cl)CC2)nc2cc([N+](=O)[O-])ccc21,0,-6,0,0.5,-8,-1,-3,10,1,18,-1.1
O=C(CSc1nc2c(c(=O)n1-c1ccc(Cl)cc1)SCC2)N1CCCC1,0,x,7,1.4,-2,8,5,x,-5,-1,1.4
Cc1ccc(NC(=O)CCN2CCC(Cc3ccccc3)CC2)cc1,-2,-2,-12,-1.4,3,-1,2,0,-3,5,-0.6
COc1ccc(CCNC(=O)c2cc(-c3ccccc3OC)on2)cc1OC,0,-3,-14,0.8,-5,-5,2,21,22,-1,-2.8
CN(c1ccccc1C(=O)NC1CC2CCC1C2)S(=O)(=O)c1ccccc1 (configuration not stated),-2,-3,4,0.6,2,2,-1,-11,14,-2,0.1
COCCNC(=O)C(c1ccc(F)cc1)N(CCOC)C(=O)CCC(=O)Nc1nccs1 (configuration not stated),4,5,6,-0.3,-2,-9,-3,-1,-14,18,-1.2
COc1cccc(OC)c1C(=O)Nc1cccc(-c2nc3ccccc3[nH]2)c1,-7,-1,-6,-0.1,-3,-3,1,x,-1,9,-0.6
CCOc1ccc(NC(=O)NC2CCOC(C)(C)C2)cc1 (configuration not stated),-1,-1,-11,0.3,4,-6,2,-2,-17,5,0.2
O=C(CSc1nc2ccc(Cl)cc2[nH]1)NC1CCCC1,2,0,-13,-0.6,-10,-1,2,-20,2,7,-0.4
CCc1ccc(N(C(=O)c2snc(C(N)=O)c2N)C(C(=O)NCCC(C)C)c2c[nH]c3ccccc23)cc1 (configuration not stated),-3,-1,-6,-0.2,-14,-8,-3,-19,4,1,2.0
Nc1c(C(=O)OCC(=O)Nc2ccccc2Br)[nH]c(=O)[nH]c1=O,-2,2,-6,-7.4,4,-2,-4,-3,-19,0,0.5

# Screens from PubChem.
